Wee1 stabilizer – blocks degradation of human Wee1 kinase. P30291. HeLa Luc-Wee1K328M stability, luciferase luminescence; 100% = proteasome inhibitor MG132 effect. reporter increase, % at 5 µM. 220,000 compounds, 1.2% hits;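 active means activation above the mean of all tested compounds plus 3 SD, set per screening run, cut at about 8.8% in these data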;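 further: cells exposed to compound for 20 h before luminescence read; 0% = DMSO alone and 100% = MG132 at 30 µM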
BaF3 tox – counter-screen for JAK2V617F inhibitors: parental Ba/F3 viability inhibitors. 220,000 compounds, 1.1% hits. inhibition, % at 5.6 µM. CellTiter-Glo ATP luminescence;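 active means inhibition above a per-campaign cutoff, the mean inhibition of all tested compounds plus 3 SD, cut at about 27% in these data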;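 further: 0% = DMSO wells and 100% = JAK Inhibitor I control wells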
PPC-1+TRAIL kill – kills PPC-1 cancer cells in the presence of TRAIL; 220,000 compounds, 0.41% hits; PPC-1 cells + TRAIL, ATPLite viability luminescence; AID 1443; cell killing (% activity), % at 4 µM;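 active means cell killing above 50% in the first pass at 4 µM, then a duplicate retest at 5 µM averaging 50% or more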;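 further: plate controls were cells with TRAIL plus DMSO for no effect and medium-only wells lacking cells for full effect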
zfTRPN1 agonist – activates the zebrafish TRPN1 channel. activation, % at 3 µM. AID 1424. 220,000 compounds, 0.18% hits. HEK293 zebrafish TRPN1-YFP, Fluo-8 calcium fluorescence; 100% = response to 87 µM carbachol;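 active means activation above its plate's cutoff, the mean activation of test wells on that plate plus 3 SD, cut at about 19% in these data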;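 further: 0% = DMSO alone and 100% = 87 µM carbachol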
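System: zebrafish TRPN1-YFP in HEK293 cells / Dosing: 3 µM single point / Timing: dye loading 1 h at 37 °C, then 30 min room temperature / Signal: Fluo-8 calcium fluorescence, excitation 470-495 nm, emission 515-575 nm / Read-out basis: percent activation from peak over basal fluorescence ratio, control-normalized / Control set: high carbachol 87 µM, low DMSO alone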
TNF death inh – TNF-alpha cell death inhibition in Jurkat FADD-/- cells. Jurkat FADD-/- TNF necroptosis rescue, ATP luminescence, 24 h; 0 = TNF only, 100 = no-TNF cells. activation (protection from cell death), % at 10 µM. 220,000 compounds, 0.068% hits;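 active means activation, meaning protection from cell death, of at least 50% relative to plate controls; inactive means activation below 50%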;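 further: necroptosis triggered by 40 ng/mL TNF-alpha added together with compound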
RBBP9 inh – blocks human serine hydrolase RBBP9 | recombinant RBBP9, FP-Rh probe fluorescence polarization | inhibition, % at 7.94 µM | 220,000 compounds, 0.2% hits;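 active means inhibition above the campaign mean of all tested compounds plus 3 SD, cut at about 14% in these data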;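 further: plate controls were DMSO wells with RBBP9 for no effect and wells lacking RBBP9 protein for full effect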
Target sequence (O75884 whole entry, looked up): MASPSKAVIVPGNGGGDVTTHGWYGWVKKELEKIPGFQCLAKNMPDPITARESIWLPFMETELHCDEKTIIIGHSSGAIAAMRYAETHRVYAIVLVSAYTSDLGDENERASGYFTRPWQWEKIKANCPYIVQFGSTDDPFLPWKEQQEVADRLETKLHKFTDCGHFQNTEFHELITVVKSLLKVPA
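Measured by – fluorescence polarization · Test system – RBBP9 protein · Input – 2.5 µM RBBP9 dispensing solution, before mixing · Measure – percent inhibition from mP, scaled between DMSO and no-protein wells · Benchmarks – DMSO-treated enzyme wells and wells lacking RBBP9 · Times – preincubation 30 min plus labeling 45 min at 25 °C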
Ba/F3 V617F tox – lowers viability of Ba/F3 cells expressing EpoR and JAK2V617F; ATP luminescence; 220,000 compounds, 1.1% hits; inhibition, % at 5.6 µM;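 active means inhibition above the campaign mean plus 3 SD over all tested compounds, cut at about 24% in these data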;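 further: cytokine-independent growth of Ba/F3 cells driven by EpoR plus mutant JAK2; 0% = DMSO-treated cells and 100% = JAK inhibitor I control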
CHOP inh – inhibitors of CHOP induction in ER stress response; AID 2732; 220,000 compounds, 3.8% hits; CHO-K1 CHOP-promoter luciferase, tunicamycin-induced, 15-18 h; inhibition, % at 10 µM;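 active means compounds that reduced the stress-induced luciferase reporter signal by more than about 70% of percent inhibition, limit read from the data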;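 further: 0% = tunicamycin plus vehicle and 100% = wells without tunicamycin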
TRPML3 ag – agonists of human TRPML3 channel | HEK293 TRPML3-YFP, Fluo-8 calcium fluorescence; 100% = the carbachol control signal | activation, % at 3 µM | 220,000 compounds, 0.29% hits | AID 1448;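 active means activation above its plate's cutoff, the mean activation of the plate's test wells plus 3 SD, cut at about 12% in these data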;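 further: 0% = DMSO only wells and 100% = carbachol wells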
Target sequence (Q8TDD5 whole entry, looked up): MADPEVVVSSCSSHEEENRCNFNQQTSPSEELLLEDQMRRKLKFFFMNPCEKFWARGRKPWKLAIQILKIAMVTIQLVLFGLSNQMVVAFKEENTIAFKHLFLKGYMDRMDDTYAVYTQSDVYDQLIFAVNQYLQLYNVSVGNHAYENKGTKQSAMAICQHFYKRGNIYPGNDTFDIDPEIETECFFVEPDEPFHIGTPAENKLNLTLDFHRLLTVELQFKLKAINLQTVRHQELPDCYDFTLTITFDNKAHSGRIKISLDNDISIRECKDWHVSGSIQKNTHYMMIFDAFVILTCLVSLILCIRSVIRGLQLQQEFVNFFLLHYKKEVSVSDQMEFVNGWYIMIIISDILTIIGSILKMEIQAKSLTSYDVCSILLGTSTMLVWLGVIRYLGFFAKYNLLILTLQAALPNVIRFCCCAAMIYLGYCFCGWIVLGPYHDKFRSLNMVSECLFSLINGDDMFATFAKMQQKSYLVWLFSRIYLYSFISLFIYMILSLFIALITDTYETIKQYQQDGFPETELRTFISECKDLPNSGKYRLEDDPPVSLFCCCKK
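Material: TRPML3-YFP stable HEK293 cells | Dosing: One concentration, 3 µM nominal, 0.3% DMSO | Timing: 125 s total fluorescence read per well | Technique: Fluo-8 calcium dye fluorescence, ex 470-495, em 515-575 nm | Measure: Percent activation from peak-to-basal fluorescence ratio, scaled between DMSO and carbachol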
* = called active by the depositor; / = no result given.

no.	mol	Ba/F3 V617F tox	RBBP9 inh	BaF3 tox	Wee1 stabilizer	zfTRPN1 agonist	TNF death inh	PPC-1+TRAIL kill	TRPML3 ag	CHOP inh
1	COC(=O)c1ccccc1-c1ccc(C=O)o1	-5	-4	-3	-1	-0.1	0.2	14	0.6	-4
2	O=S1(=O)N=C(Nc2ccc(N3CCOCC3)c(Cl)c2)c2ccccc21	2	-6	5	11*	0.1	-2.0	8	-0.1	5
3	COc1ccc(-c2nnnn2C(C)C)cc1S(=O)(=O)Nc1ccccc1	-3	-3	2	-3	3.0	2.9	-9	0.2	11
4	Cc1ccc(C(=O)C(c2ccccc2)N2Cc3ccccc3C2=N)cc1 (stereo not given)	0	-6	7	4	-1.9	3.1	-3	-0.3	70
5	COc1ccc(CCNS(=O)(=O)c2ccc(S(=O)(=O)N3CCCC3)cc2)cc1OC	3	-3	6	1	1.3	-0.5	8	1.0	24
6	Cc1ccc(CN2CCN(/N=C/C=C/c3ccccc3[N+](=O)[O-])CC2)cc1	-3	2	4	4	-2.5	-2.2	16	0.0	62
7	COc1ccc(N2C(=O)CC(N3CCCCC3)C2=O)cc1 (stereo not given)	0	-9	1	1	0.6	1.9	31	0.6	14
8	Cc1nc(-c2ccc3c(c2)OCO3)cs1	-1	-12	3	3	-1.3	-0.2	14	-0.3	67
9	O=C(CNc1ccccc1)N/N=C/c1c[nH]c2ccccc12	-3	5	0	2	0.5	-1.9	21	0.5	26
10	COc1cccc(-n2c(Cc3cc(=O)[nH]c(=O)[nH]3)nnc2SC(C)C)c1	3	-7	0	-1	1.0	1.0	20	0.6	1
11	CCOc1ccc(N(CC(=O)Nc2ccc(F)c(F)c2)S(=O)(=O)c2c(C)noc2C)cc1	0	-9	6	-2	-1.4	0.8	7	0.4	90*
12	CCOc1cc(C2NC(=O)NC(C)=C2C(=O)OCc2ccccc2)ccc1O (stereo not given)	-4	-4	-1	-1	-1.5	-3.2	15	0.6	28
13	COC(=O)c1nn(-c2ccc(OC)cc2)c(=O)cc1Oc1ccccc1	0	1	0	0	-0.7	-2.5	6	0.4	-16
14	O=C(Nc1nncs1)C(Sc1ccccc1)c1ccccc1 (stereo not given)	-3	-5	3	0	-1.4	1.2	14	-0.5	5
15	CCc1ccc(N(C(=O)c2snc(C(N)=O)c2N)C(C(=O)NCCC(C)C)c2c[nH]c3ccccc23)cc1 (stereo not given)	6	-5	2	-1	0.4	-8.6	-2	0.1	86*
16	Cc1ccc(CC(=O)Nc2ccccc2-c2ccccc2)cc1C	5	-11	9	-1	-3.6	0.4	1	-0.6	89*
17	COc1ccccc1N1CCN(C(=O)C2CC=CCC2C(=O)O)CC1 (stereo not given)	1	-8	6	-3	-0.1	-1.8	-8	0.5	23
18	C#CCSc1nc2[nH]ncc2c(=O)[nH]1	4	-14	1	-3	0.0	1.5	-9	1.0	9
19	Cc1cc(=O)[nH]c2c1cnn2Cc1ccccc1	2	-7	3	-2	0.1	0.1	12	0.3	-11
20	Cc1ccc(S(=O)(=O)Cc2ccc(C(=O)N3CCCC3)o2)cc1	-2	2	-1	-1	1.4	-0.7	-12	0.3	13

New compounds follow.
no.	mol	Ba/F3 V617F tox	RBBP9 inh	BaF3 tox	Wee1 stabilizer	zfTRPN1 agonist	TNF death inh	PPC-1+TRAIL kill	TRPML3 ag	CHOP inh
21	CC(C)(C)NC(=O)C(Cc1ccccc1)NS(=O)(=O)c1ccc2c(c1)CCC(=O)N2 (stereo not given)	-3	-1	1	3	-1.1	0.9	-3	-0.8	4
22	Cc1ccc(NC(=O)c2cccc(C(=O)OC(C)C)n2)c(Br)c1	-1	-5	10	2	1.1	1.9	18	0.4	55
23	CC(=O)N1CCc2cc(S(=O)(=O)CCC(=O)Nc3ccc4c(c3)OCCO4)ccc21	-3	-3	3	1	0.5	0.0	7	0.4	10
24	O=C(Nc1cccnc1N1CCOCC1)c1cccs1	2	-10	-3	1	0.5	-0.2	0	-0.3	8
25	CCOC(=O)C1CCCN(C(c2ccccn2)c2c(C)[nH]c3ccccc23)C1 (stereo not given)	-1	-1	1	-2	-0.1	-1.1	9	0.3	-34
26	Cc1ccc(-c2csc(NC(=S)NC(=O)/C=C/c3ccco3)n2)cc1	1	-4	1	1	1.0	-13	27	1.0	-36
27	CC(=O)c1ccc(NC(=O)COC(=O)c2ccccc2N=Nc2ccc(N(C)C)cc2)cc1	1	5	5	6	-3.0	5.0	24	-1.4	29
28	Cc1ccc(C)c(SCc2noc(C(=O)NCC3CCCO3)c2C(=O)O)c1 (stereo not given)	-3	-6	0	1	1.0	-0.9	-8	0.8	42
29	O=C(NCc1ccccc1)Nc1cccn(Cc2ccccc2Cl)c1=O	-1	-2	7	3	3.7	20	-1	1.2	-8
30	COc1cccc(N2C(=O)N(c3ccccc3)C3CS(=O)(=O)CC32)c1 (stereo not given)	-6	-4	-2	-1	-0.3	-2.2	12	0.0	21
31	Cn1c(=O)c(C(=O)CN2CCOCC2)c(N)n(Cc2ccccc2)c1=O	0	-5	2	-3	-0.1	0.0	7	0.6	-22
32	CCC(C)C1C(C#N)=C(N)OC2=C1C(=O)CC(C)(C)C2 (stereo not given)	-1	-3	4	-2	-0.7	-0.4	6	-0.7	39
33	Cc1ccc2c(c1)C(c1ccccc1)N(C(=O)C(C)C)CC(=O)N2 (stereo not given)	1	-11	2	1	0.7	-7.3	4	0.3	22
34	CCOC(=O)C1CCCN(C(=O)c2cc(Cl)ccc2Cl)C1 (stereo not given)	-1	0	1	-2	-0.2	0.0	-12	0.0	9
35	CC(=O)Cc1nsc(NC(=O)c2ccc(Cl)cc2Cl)n1	-1	-5	6	-3	0.5	0.8	2	1.3	4
36	CCCc1nc2oc3c(NCCN(C)C)ncnc3c2c2c1CCCC2	-1	-5	-1	-2	-0.1	-2.3	2	-0.1	7
37	Cc1ccc(NC(=O)CSc2nnc(Cc3ccccc3)o2)cc1	1	-11	6	11*	0.6	-0.4	17	0.0	11
38	Nc1n[nH]c(=S)n1/N=C1/C(=O)Nc2ccccc21	-2	3	6	-2	1.6	1.4	10	1.0	2
39	Cc1ccc2[nH]c3c(c2c1)CN(C(=O)CN1CC(C)OC(C)C1)CC3 (stereo not given)	2	-9	1	2	0.4	0.8	4	0.9	0
40	COc1ccc(-n2cc(-c3ccccc3)c3c(NN4CCOCC4)ncnc32)cc1	0	0	9	0	2.4	-0.8	5	0.4	41

Additional records follow:
no.	mol	Ba/F3 V617F tox	RBBP9 inh	BaF3 tox	Wee1 stabilizer	zfTRPN1 agonist	TNF death inh	PPC-1+TRAIL kill	TRPML3 ag	CHOP inh
41	C=CCc1ccccc1OCCSc1nc2ccc([N+](=O)[O-])cc2s1	-1	-6	2	8	2.1	2.3	4	0.9	-1
42	CCn1ncc(C2=NOC(C(=O)NCCc3ccccc3)C2)c1C (stereo not given)	-4	-4	-1	-2	0.7	-2.2	12	0.6	17
43	CCOC(=O)C1(CCCc2ccccc2)CCN(Cc2ccn[nH]2)CC1	-3	1	3	0	1.1	1.8	8	0.6	29
44	Cc1ccc(-c2csc(NC(=O)c3cccc(N4C(=O)CCC4=O)c3)n2)o1	-6	-26	-4	1	2.7	-0.2	/	1.0	45
45	S=c1[nH]nc(COc2ccccc2)n1/N=C/C=C/c1ccccc1	-5	-9	0	1	-1.5	2.7	-4	0.1	23
46	CN(C)S(=O)(=O)c1cccc(C(=O)c2nccn2C)c1	0	-10	7	-1	0.5	1.3	25	0.7	-13
47	O=S(=O)(Nc1ccc(-c2csc(-c3ccccc3)n2)cc1)c1ccc(F)cc1	3	-27	0	0	1.7	5.5	12	-0.2	105*
48	CCOC(=O)c1nnn(-c2nonc2N)c1COc1c(C=O)cccc1OC	3	-1	4	0	0.1	-0.7	-8	-0.1	13
49	COc1cccc(NC(=O)N[C@@H](Cc2ccccc2)C(=O)O)c1	1	0	4	-1	0.1	-2.2	5	0.6	-2

Compounds 40 to 46 of the list above:
no.	mol	Ba/F3 V617F tox	RBBP9 inh	BaF3 tox	Wee1 stabilizer	zfTRPN1 agonist	TNF death inh	PPC-1+TRAIL kill	TRPML3 ag	CHOP inh
40	COc1ccc(-n2cc(-c3ccccc3)c3c(NN4CCOCC4)ncnc32)cc1	0	0	9	0	2.4	-0.8	5	0.4	41
41	C=CCc1ccccc1OCCSc1nc2ccc([N+](=O)[O-])cc2s1	-1	-6	2	8	2.1	2.3	4	0.9	-1
42	CCn1ncc(C2=NOC(C(=O)NCCc3ccccc3)C2)c1C (stereo not given)	-4	-4	-1	-2	0.7	-2.2	12	0.6	17
43	CCOC(=O)C1(CCCc2ccccc2)CCN(Cc2ccn[nH]2)CC1	-3	1	3	0	1.1	1.8	8	0.6	29
44	Cc1ccc(-c2csc(NC(=O)c3cccc(N4C(=O)CCC4=O)c3)n2)o1	-6	-26	-4	1	2.7	-0.2	/	1.0	45
45	S=c1[nH]nc(COc2ccccc2)n1/N=C/C=C/c1ccccc1	-5	-9	0	1	-1.5	2.7	-4	0.1	23
46	CN(C)S(=O)(=O)c1cccc(C(=O)c2nccn2C)c1	0	-10	7	-1	0.5	1.3	25	0.7	-13
